CHRM4 agonist = agonists of human muscarinic M4 receptor (CHRM4); AID 624127; activation, % at 3 µM; CHO-K1 hM4/Gqi5, Fluo-8 calcium fluorescence; vehicle 0%, full acetylcholine response 100%; hit rate 0.14% among 360,000; P08173;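 active = activation above the run mean over all test wells plus 3 SD, cut at about 32% in these data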;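 note: peak over basal fluorescence ratio per well then scaled between controls; 0% = DMSO wells and 100% = acetylcholine at EC100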
Target sequence (P08173 whole entry, looked up): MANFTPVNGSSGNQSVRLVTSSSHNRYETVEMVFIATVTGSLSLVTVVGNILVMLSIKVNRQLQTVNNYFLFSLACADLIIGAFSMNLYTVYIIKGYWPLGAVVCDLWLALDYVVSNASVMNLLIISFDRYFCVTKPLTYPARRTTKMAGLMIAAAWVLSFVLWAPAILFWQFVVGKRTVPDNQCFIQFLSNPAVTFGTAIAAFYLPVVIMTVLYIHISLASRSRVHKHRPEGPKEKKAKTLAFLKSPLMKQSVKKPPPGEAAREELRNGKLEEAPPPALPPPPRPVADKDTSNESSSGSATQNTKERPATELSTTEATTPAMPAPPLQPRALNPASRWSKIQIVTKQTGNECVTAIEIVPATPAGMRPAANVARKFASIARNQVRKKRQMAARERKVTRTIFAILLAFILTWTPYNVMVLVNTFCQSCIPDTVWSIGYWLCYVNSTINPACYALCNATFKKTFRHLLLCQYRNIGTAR
M1 PAM parental = counter-screen for M1 PAMs: effect in parental CHO-K1 cells. activation, % at 3 µM. ATP EC20, Fluo-8 calcium fluorescence; 0% at ATP EC20, 100% at ATP max. AID 602247. hit rate 0.02% among 360,000;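 active = activation above the run cutoff, the mean activation of all test compounds plus 3 SD, cut at about 40% in these data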;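 note: peak over basal fluorescence ratio in a 140 s read after ATP addition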
M4 antag = antagonists of human muscarinic M4 receptor (CHRM4); CHO-hM4 cells, ACh EC80, Fluo-8 calcium fluorescence; inhibition, % at 3 µM; hit rate 0.73% among 360,000; AID 624125;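 active = inhibition above its plate's cutoff, the mean inhibition of sample wells plus 3 SD, cut at about 27% in these data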;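 note: 0% = acetylcholine EC80 with DMSO and 100% = DMSO without agonist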
CHRM5 antagonist = CHRM5 antagonism in calcium assay | CHO-hM5 cells, Fluo-8 calcium fluorescence, ACh EC80 | inhibition, % at 3 µM | hit rate 0.59% among 360,000;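 active = inhibition above a per-plate cutoff, the mean of that plate's test compounds plus 3 SD, cut at about 27% in these data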;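 note: 0% = acetylcholine EC80 with DMSO and 100% = DMSO without agonist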
Target sequence (P08912 whole entry, looked up): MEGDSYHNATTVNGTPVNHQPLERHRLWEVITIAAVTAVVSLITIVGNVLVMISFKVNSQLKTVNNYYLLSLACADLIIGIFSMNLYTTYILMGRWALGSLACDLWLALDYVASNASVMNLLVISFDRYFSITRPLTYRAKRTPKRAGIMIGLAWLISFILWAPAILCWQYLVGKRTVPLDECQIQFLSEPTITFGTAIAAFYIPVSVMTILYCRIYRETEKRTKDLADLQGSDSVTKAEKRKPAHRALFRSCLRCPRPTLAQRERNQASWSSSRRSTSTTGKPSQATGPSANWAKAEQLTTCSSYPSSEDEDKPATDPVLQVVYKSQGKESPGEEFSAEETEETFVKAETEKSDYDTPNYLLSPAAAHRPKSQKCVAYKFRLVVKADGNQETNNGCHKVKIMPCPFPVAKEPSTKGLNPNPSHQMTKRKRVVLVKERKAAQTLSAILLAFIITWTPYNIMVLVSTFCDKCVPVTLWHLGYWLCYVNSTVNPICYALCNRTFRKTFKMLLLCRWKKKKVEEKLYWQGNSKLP
M5 PAM = CHRM5 positive allosteric modulation; activation, % at 3 µM; CHO-K1 hM5, Fluo-8 calcium, ACh EC20 PAM; 0% = ACh EC20, 100% = ACh EC100; P08912; hit rate 0.3% among 360,000;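 active = activation above the run cutoff, the mean activation of all test compounds plus 3 SD, cut at about 18% in these data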
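system = human M5 receptor in CHO-K1 cells | compound = one concentration, 3 µM final (nominal) | schedule = Post-acetylcholine fluorescence recording 140 s | signal = Fluo-8 calcium dye fluorescence, kinetic read | benchmarks = low control EC20 acetylcholine (0%), high control EC100 acetylcholine (100%) | repeats = singlicate, one well per test compound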
CHO-K1 Ca antag = M1 antagonist counterscreen hit in parental CHO-K1 cells. ATP-induced calcium, Fluo-8 fluorescence. inhibition, % at 3 µM. hit rate 0.6% among 360,000;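 active = inhibition above a per-plate cutoff, the plate's mean sample inhibition plus 3 SD, cut at about 24% in these data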;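 note: 0% = DMSO plus EC80 ATP and 100% = DMSO alone without ATP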
M1 ag parental = M1 agonist counterscreen hit in parental CHO-K1 cells; hit rate 0.48% among 360,000; Fluo-8 calcium fluorescence; scaled to maximal ATP response, vehicle zero; activation, % at 3 µM; in the data active = activation above about 15%;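 note: untransfected CHO-K1 host cells lacking M1 receptor as counterscreen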
CHRM4 PAM = CHRM4 positive allosteric modulation. CHO-K1 hM4/Gqi5, Fluo-8 calcium fluorescence, ACh EC20; 0% = ACh EC20, 100% = maximal ACh. activation, % at 3 µM. hit rate 0.4% among 360,000. AID 624126;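 active = activation above its plate's cutoff, the mean activation of sample wells plus 3 SD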; note: some results filed as inactive read as strong as hits
CHRM5 agonist = CHRM5 agonism in calcium assay; activation, % at 3 µM; CHO-K1 hM5 cells, Fluo-8 calcium fluorescence; 0% DMSO wells, 100% maximal acetylcholine response; hit rate 0.19% among 360,000; P08912; AID 624037;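 active = activation above the run's mean over test compounds plus 3 SD, cut at about 23% in these data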;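 note: signal is peak over basal fluorescence ratio across the kinetic read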
An asterisk follows results filed as active; x = not tested or not shown. An unsorted share of the library; 2.7% or so of the library scored in one or more.

SMILES	CHRM4 agonist	M1 PAM parental	M4 antag	CHRM5 antagonist	M5 PAM	CHO-K1 Ca antag	M1 ag parental	CHRM4 PAM	CHRM5 agonist
CCOC(=O)C1CCN(c2cc(C)nc3cc(-c4cccc(F)c4)nn23)CC1	0	10	2	-5	-5	-8	0.0	10	-2
Cc1ccc(NC(=O)C2CCC2)cc1S(=O)(=O)N1CCCCCC1	4	3	1	5	-4	-1	0.9	-3	2
COc1cc(C(=O)COC(=O)c2ccc3c(c2)OCCO3)cc(OC)c1OC	11	13	1	6	-7	-3	5.1	-1	3
CN(Cc1ccccc1)C(=O)c1ccc(NC(=O)Cc2ccc(NC(=O)C3CCCN(C(=O)C4CCCC4)C3)cc2)cc1 (configuration not stated)	0	20	3	15	-3	-7	0.7	0	1
CC1(C)C2CCC1(CS(=O)(=O)Nc1cccc(S(N)(=O)=O)c1)C(=O)C2 (configuration not stated)	0	14	2	6	-1	-5	0.6	2	-2
COc1ccc(-c2cc(=O)oc3cc(OC(C)C(=O)NCC4CCC(C(=O)O)CC4)ccc23)cc1 (configuration not stated)	-1	-3	-6	4	-4	-8	-0.1	3	2
CCCS(=O)(=O)c1c(S(=O)(=O)CCC)c2ccc(C(N)=O)cn2c1C(=O)c1ccccc1	2	-6	-6	3	-1	-11	0.4	9	1
O=C1OC(C(=O)Nc2nccs2)Cc2ccccc21 (configuration not stated)	2	13	-2	-9	0	-14	0.5	0	-3
Cc1ccc(NC(=O)CN(C(=O)N2CCN(C)CC2)S(=O)(=O)c2ccc(C)cc2)cc1	1	8	-6	9	1	-2	0.7	-1	-3
CC[C@H](C)[C@H](NC(=O)[C@H](Cc1ccc(O)cc1)NC(=O)[C@@H](N)C(C)C)C(=O)N[C@@H](Cc1cnc[nH]1)C(=O)N1CCC[C@H]1C(=O)N[C@@H](Cc1ccccc1)C(=O)O	10	-3	4	1	-4	1	3.2	0	6
COC(=O)CC1C(=O)NCCN1Cc1cn(-c2ccc(C)cc2)nc1-c1cccc(C)c1 (configuration not stated)	4	12	-5	11	-4	-12	1.2	-4	-1
COC(=O)c1c(O)cc(C(C)(C)C)n(-c2ccccc2)c1=O	-1	16	-8	4	0	-2	3.6	4	1
CCOc1cccc(/C=N/NC(=S)Nc2ccccc2[N+](=O)[O-])c1O	3	9	-5	3	1	-4	0.4	-4	0
CCOC(=O)c1cc(C#N)c(N2CCN(C(=O)c3cccc(C(F)(F)F)c3)CC2)nc1C(F)(F)F	5	-4	7	12	-6	11	5.7	-10	-4
COc1ccc(CNC(=S)N/N=C(\C)c2ccc(OC)cc2)cc1	3	5	-23	-14	11	1	2.1	-2	-1
CC(=O)c1sc(NC(=O)c2ccc(Br)o2)nc1C	1	-11	-1	-6	-1	-5	0.3	1	2
COC(=O)c1sc2nc(C)cc(-c3ccccc3)c2c1N	-1	15	7	13	-3	1	0.0	8	-4
OC(COCc1ccc(Cl)cc1)CN1CCN(c2ccccn2)CC1 (configuration not stated)	2	17	-11	2	2	-7	0.6	14	-8
C=CCNC(=O)c1nn2cccnc2c1Cl	1	9	-3	2	-2	-1	-0.1	4	-2
CN(Cc1ccccc1)C(=O)CCCn1c(=O)c2cccn2c2cccnc21	6	-11	5	-10	2	8	1.5	3	-2
O=C(c1cccnc1NCc1ccc(F)cc1)N1CCOCC1	0	16	-13	3	-4	-14	0.4	4	-4
CCc1ccc(CNC(=O)C2CC(=O)N(CCc3ccc(C)cc3)C2)cc1 (configuration not stated)	7	27	-10	-5	-3	-35	3.7	6	1
CCOc1ccc(NC2C=CS(=O)(=O)C2)cc1 (configuration not stated)	1	-5	3	8	-8	-1	0.2	0	-2
O=C(CN1CCN(Cc2ccccc2Cl)C1=O)N1CCCCCC1	1	8	7	5	3	-15	0.6	-4	-2
O=C(NCc1cccs1)C1CCCN1C(=O)NC1CCCCC1 (configuration not stated)	1	8	-9	-11	14	-3	0.0	12	-4

Of the compounds above, three have an aryl methoxy group:
SMILES	CHRM4 agonist	M1 PAM parental	M4 antag	CHRM5 antagonist	M5 PAM	CHO-K1 Ca antag	M1 ag parental	CHRM4 PAM	CHRM5 agonist
COc1cc(C(=O)COC(=O)c2ccc3c(c2)OCCO3)cc(OC)c1OC	11	13	1	6	-7	-3	5.1	-1	3
COc1ccc(-c2cc(=O)oc3cc(OC(C)C(=O)NCC4CCC(C(=O)O)CC4)ccc23)cc1 (configuration not stated)	-1	-3	-6	4	-4	-8	-0.1	3	2
COc1ccc(CNC(=S)N/N=C(\C)c2ccc(OC)cc2)cc1	3	5	-23	-14	11	1	2.1	-2	-1

Complete entries, looked up by structure. Order of screens: CHRM4 agonist, M1 PAM parental, M4 antag, CHRM5 antagonist, M5 PAM, CHO-K1 Ca antag, M1 ag parental, CHRM4 PAM, CHRM5 agonist
CCc1ccc(CNC(=O)C2CC(=O)N(CCc3ccc(C)cc3)C2)cc1 (configuration not stated) as listed: 7, 27, -10, -5, -3, -35, 3.7, 6, 1
Cc1ccc(NC(=O)CN(C(=O)N2CCN(C)CC2)S(=O)(=O)c2ccc(C)cc2)cc1 as listed: 1, 8, -6, 9, 1, -2, 0.7, -1, -3

A few values from above.
`COC(=O)c1sc2nc(C)cc(-c3ccccc3)c2c1N` in CHRM4 PAM is listed with 8
`CCOC(=O)C1CCN(c2cc(C)nc3cc(-c4cccc(F)c4)nn23)CC1` in CHRM5 agonist is listed with -2
`O=C(CN1CCN(Cc2ccccc2Cl)C1=O)N1CCCCCC1` in M4 antag is listed with 7

Continued:
SMILES	CHRM4 agonist	M1 PAM parental	M4 antag	CHRM5 antagonist	M5 PAM	CHO-K1 Ca antag	M1 ag parental	CHRM4 PAM	CHRM5 agonist
Nc1c(C(=O)N/N=C/c2ccc(F)cc2)oc2nc(-c3ccccc3)cc(-c3ccco3)c12	1	16	0	12	-4	-1	1.0	-2	-4
O=C1CCCN1CCCNC(=S)Nc1ccc(Nc2ccccc2)cc1	5	15	-10	12	-5	-13	6.3	-4	2
COC(=O)c1ccc(NC(=O)CSCc2ccccc2)cc1	2	11	0	5	-2	-2	1.1	-3	-1
COc1ccc(O)c(/C=N/NC(=O)CN2CCS(=O)(=O)CC2)c1	0	3	8	-7	3	-8	0.5	1	0
CCOc1ccc(/C=N/NC(=O)CNC(=O)c2ccc(S(=O)(=O)N3CCOCC3)cc2)cc1	2	9	-10	-6	-1	-2	0.4	3	-2
COc1cccc(CNC(=O)c2ccc(OCC(=O)N3CCOCC3)c(OC)c2)c1	1	5	-6	2	-3	4	0.6	6	2
CC(C)C(NS(=O)(=O)c1cccs1)C(=O)Nc1nc(C(C)(C)C)cs1 (configuration not stated)	3	0	-1	-10	0	-13	1.3	0	-3
CC(C)CN1C(=O)CSCC1(C)C(=O)Nc1ccc2c(c1)OCCO2 (configuration not stated)	1	x	-12	3	1	x	x	12	-6
Cn1c(C(=O)N2CCN(C(=O)c3ccco3)CC2)cc2c(=O)n3ccccc3nc21	1	1	-9	-13	-3	-11	-0.1	5	-4
COc1ccc(-c2n[nH]c(=S)n2/N=C/C=C/c2ccccc2OC)cc1	0	24	-2	-3	1	-15	0.2	2	3
COc1ccc(Br)c(C(=O)Nc2ccc(F)cc2)c1	4	19	3	3	-1	-3	6.0	-10	0
CCN(CC)S(=O)(=O)c1ccc(-c2cn3cc(Cl)ccc3n2)cc1	1	12	-2	0	8	-15	0.5	-7	-1
CCOc1ccc(NC(=O)CN(C)C(=O)CSCc2cccc(C)c2)cc1OCC	4	-26	3	1	-4	-6	0.8	-6	1
COc1cccc(NC(=O)Cn2cc3c(n2)CCCCC3)c1	2	17	-3	1	-4	-8	1.3	-1	3
N#C/C(=C\c1ccccc1)C(=O)OCC(=O)N1CCCC1	0	19	1	5	5	-17	0.4	4	1
CC(C)NC(=S)NC1(C)CCS(=O)(=O)C1 (configuration not stated)	1	20	4	-6	2	-16	1.7	-2	0
Cc1ccc(Oc2ccc(Cl)cc2N)cc1	-2	26	-2	0	4	-12	0.9	2	-2
CN(Cc1ccccc1)C(=O)CCS(=O)(=O)c1cc2c(cc1Cl)NC(=O)CO2	2	10	1	-1	-2	-1	0.5	1	1
COc1cc(CNC2CCCC2)cc(Cl)c1OCc1ccccc1F	28	18	9	-5	3	-2	7.2	-15	2
CC(=O)CC1(OC(C)=O)C(=O)N(C)c2ccccc21 (configuration not stated)	2	-5	0	7	7	5	-0.1	-2	3
O=C(CN1CCCCC1)N/N=C/c1ccccc1OCc1ccccc1	1	26	-5	-4	4	-18	0.4	-3	-3
COc1cc(C(=O)Oc2ccc(/C=N/NC(=O)c3ccncc3)cc2)cc(OC)c1OC	20	8	-4	12	-14	-8	12	-10	4
COc1ccc(NC(=S)N(CCCN2CCOCC2)C(C)c2cc3ccccc3o2)cc1 (configuration not stated)	0	17	2	2	2	-6	0.6	-3	-4
CN(Cc1ccc(C#CCCO)cc1)CC1CCCN(CCc2ccc(Cl)cc2)C1 (configuration not stated)	7	20	7	12	-20	-9	3.2	-18	-24
CCOC(=O)N1CCN(C(=O)c2ccc3c(=O)n(Cc4ccc(OC)cc4)c(=S)[nH]c3c2)CC1	6	15	-9	8	-24	-7	1.3	-9	-9
S=c1[nH]nc(-c2ccccc2Cl)n1Cc1ccccc1	1	24	-5	0	7	-11	1.6	4	-8
CCN(CC(=O)Nc1cccc(S(=O)(=O)N2CCCCC2)c1)Cc1ccccc1	2	8	-3	-2	3	-6	2.0	-10	-4
COc1ccccc1C/C(N)=N/OC(=O)c1ccc2c(c1)OCO2	0	12	-4	3	-3	-13	1.4	1	-4
COc1cc(SC)ccc1C(=O)Nc1ccon1	0	14	1	1	-3	1	0.1	0	-2
NS(=O)(=O)c1ccc(NC(=O)NC2CC(=O)N(c3ccc4c(c3)OCCO4)C2)cc1 (configuration not stated)	2	19	-10	3	-3	-2	1.5	7	4

Limited to CHRM5 agonist (five entries from above):
compound	CHRM5 agonist
CN(Cc1ccccc1)C(=O)CCS(=O)(=O)c1cc2c(cc1Cl)NC(=O)CO2	1
COc1cc(CNC2CCCC2)cc(Cl)c1OCc1ccccc1F	2
CC(=O)CC1(OC(C)=O)C(=O)N(C)c2ccccc21 (configuration not stated)	3
O=C(CN1CCCCC1)N/N=C/c1ccccc1OCc1ccccc1	-3
COc1cc(C(=O)Oc2ccc(/C=N/NC(=O)c3ccncc3)cc2)cc(OC)c1OC	4

Source: PubChem (The Scripps Research Institute Molecular Screening Center)
